From PubChem
Hsp70 displacement = Hsp70 inhibitors, probe displacement, primary screen, biochemical, fluorescence polarization (AID 583); displacement, % at 20 µM, or IC50 in µM where a hit was titrated; Hsp70 fluorescence polarization probe displacement, mP; higher % means a stronger effect; 0.06% of 140,000 active; in the data active = displacement above about 50%;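 also: plate controls were vehicle for no effect and reference ligand for full effect; a part of the inactive calls stands beside numbers as strong as those of hits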
MKP-3 inhibition = inhibition of rat DUSP6 enzyme activity – biochemical, in vitro, primary screen (AID 425) | inhibition, % at 20 µM; hits with a dose series show IC50 in µM | recombinant MKP-3 phosphatase activity, fluorescence; higher % means a stronger effect | 0.17% of 110,000 active; in the data active = inhibition above about 50%;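 also: plate controls were vehicle for no effect and reference inhibitor for full effect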
An asterisk follows results filed as active; / = not tested or not shown. A portion of the library (hit frequency here may not be typical).

SMILES	Hsp70 displacement	MKP-3 inhibition
COc1ccc(Cn2nnnc2C(c2cc3cc(C)ccc3[nH]c2=O)N2CCOCC2)cc1 (stereo not given)	-8.0%	-8%
Cc1ccc(OCc2nnc(NC(=O)Nc3ccccc3)s2)cc1	2.5%	-1%
COc1ccc(/C=C/C(=O)OCC(=O)c2cccc([N+](=O)[O-])c2)cc1S(=O)(=O)N1CCCCC1	1.9%	-1%
CN1CCC(N2CCN(c3cccc(C(F)(F)F)c3)CC2)CC1	1.6%	/
CCOC(=O)Cn1nc(C)c2ccccc2c1=O	-0.7%	-2%
C/C(Cn1nnc([N+](=O)[O-])n1)=N\NC(=O)c1ccc(C)cc1	3.5%	1%
CCN(C(=O)CN1CCN(C)CC1)c1cccc2ccccc12	-4.1%	-6%
COc1ccc(/C=C/C(=O)N2CCOCC2)cc1OC	7.9%	3%
CCN(C(=O)c1ccco1)c1nnc(-c2ccc(OC)cc2)s1	1.2%	/
Cn1c(=O)[nH]c(=O)c2c1nc(N(CCO)Cc1ccccc1)n2Cc1ccccc1Cl	-0.6%	-2%
O=C(NC1=NCCS1)Nc1ccccc1	2.1%	-6%
O=C1NC(=S)N(c2ccccc2)C(=O)/C1=C/c1cc(Cl)cc(Cl)c1O	-0.5%	9%
Cc1cc2sc3ccccc3c(=O)c2cc1O	1.1%	2%
Oc1cccc(Nc2nc(NCC3CCCO3)c3ccccc3n2)c1 (stereo not given)	5.6%	3%
O=C(COC(=O)c1cc(-c2ccco2)nc2ccccc12)NCc1ccc2c(c1)OCO2	3.2%	-4%
O=C1C(Nc2ccc(Cl)cc2)=C(N2CCOCC2)C(=O)c2ccccc21	-10%	2%
O=C(c1ccc(Br)cc1)c1ccc2c(c1)OCCO2	-3.3%	-1%
CCOC(=O)c1ccccc1NC(=O)CN1CCC(n2nnc3cc(F)ccc32)CC1	0.3%	-4%
CCCCn1c2nc3ccccc3nc2c2c(=O)n(CCC)cnc21	-3.9%	-7%
O=C(NC(=S)Nc1ccc(Cl)cc1Cl)c1cccs1	1.9%	3%
O=C(CSc1nc2ccc(N3C(=O)c4ccccc4C3=O)cc2s1)Nc1ccccc1F	5.7%	-1%
O=C(NC1CCCCC1NC(=O)c1cccs1)c1cccs1 (stereo not given)	-1.9%	-2%
CCOC(=O)c1ccc(-c2ccc(/C=C3/SC(N)=NC3=O)o2)cc1	0.5%	1%
CN(C)C(=O)Cn1c(SCC(=O)Nc2ccc3c(c2)OCO3)nc2ccccc21	-2.0%	/
CCOC(=O)C1=C(C)N=c2s/c(=C\c3cccc(OC)c3O)c(=O)n2C1c1ccc(OC)cc1 (stereo not given)	9.1%	3%

6 entries from above, with values ahead of the structure:
Hsp70 displacement | MKP-3 inhibition | mol
1.1% | 2% | Cc1cc2sc3ccccc3c(=O)c2cc1O
5.6% | 3% | Oc1cccc(Nc2nc(NCC3CCCO3)c3ccccc3n2)c1 (stereo not given)
3.2% | -4% | O=C(COC(=O)c1cc(-c2ccco2)nc2ccccc12)NCc1ccc2c(c1)OCO2
-10% | 2% | O=C1C(Nc2ccc(Cl)cc2)=C(N2CCOCC2)C(=O)c2ccccc21
-3.3% | -1% | O=C(c1ccc(Br)cc1)c1ccc2c(c1)OCCO2
0.3% | -4% | CCOC(=O)c1ccccc1NC(=O)CN1CCC(n2nnc3cc(F)ccc32)CC1

Further results follow.
SMILES	Hsp70 displacement	MKP-3 inhibition
Cc1nc(-c2ccccc2)nc2[nH]c(C(C)C)cc(=O)c12	-0.5%	-7%
O=C(Nc1ccc2ccccc2c1)/C(=C\c1ccc(Br)cc1)NC(=O)c1ccco1	-3.4%	3%
COc1ccc(-c2nnc(NC(=O)C(C)C)o2)cc1	-4.1%	-5%
CCOC(=O)c1[nH]c2c([N+](=O)[O-])cc(C)cc2c1C	-1.8%	6%
O=C(CSc1nnc(Cc2cccs2)n1C1CCCCC1)N1CCCc2ccccc21	3.6%	-7%
COc1ccc(NC(=O)CSc2nnc(N)s2)cc1	-1.4%	-8%
Cc1onc(-c2ccccc2)c1C(=O)n1nnc2ccccc21	0.6%	-10%
CS(=O)(=O)N(CC(=O)N1CCOCC1)c1ccc(Oc2ccccc2)cc1	-0.5%	0%
CC(C)c1ccccc1NC(=O)CCN1C(=O)c2ccccc2C1=O	-2.6%	-1%
CCOC(=O)C(NC(=O)c1cccnc1)(Nc1cccc(C)n1)C(F)(F)F (stereo not given)	-3.8%	-17%
O=C(Nc1ccccc1C(=O)NCc1ccco1)NC1CCCCC1	-0.4%	-14%
O=c1[nH]nc(SCc2cccc3ccccc23)c(=O)[nH]1	1.2%	4%
CCSc1nnc(NC(=O)CN(C)S(=O)(=O)c2ccc(F)cc2)s1	-3.6%	-3%
c1ccc(-c2nnc(Cn3c4ccccc4c4nc5ccccc5nc43)o2)cc1	3.2%	-10%
O=C(NCCN1C(=O)CSC1=O)c1ccccc1	8.1%	-10%
Cc1cc(NC(=O)CSc2nc3sc4c(c3c(=O)n2C)CCCC4)no1	-1.9%	-20%
CC12C=CC(O1)C1C(=O)N(c3ccccc3)C(=O)C12 (stereo not given)	6.8%	-2%
COc1cc(NC(=O)/C=C/c2ccc(OC)c(Br)c2)c(OC)cc1Cl	-3.5%	1%
CCCCc1ccc(CCCCC(=O)O)s1	2.0%	3%
Cc1cccc(-c2noc(CCc3ccccc3)n2)c1	4.1%	0%
CCOC(=O)CSc1ccc(-c2nc3ccccc3[nH]2)cn1	-0.3%	/
CCNC(=O)CC1SC(=Nc2ccccc2C)N(C)C1=O (stereo not given)	4.0%	-3%
CCN(C(=O)c1coc(=O)c2ccccc12)c1cc(OC)ccc1OC	-0.7%	7%
Cc1cc(C)n(CC(=O)n2c(C)c(C)c3ccccc32)n1	3.6%	/
Clc1ccc(-c2noc(-c3ccc(I)cc3)n2)cc1	2.0%	-1%

(next part)
SMILES	Hsp70 displacement	MKP-3 inhibition
Cc1c(NC(=O)CCCN2C(=O)c3cccc4cccc(c34)C2=O)c(=O)n(-c2ccccc2)n1C	3.4%	0%
CCCc1cc(-c2[nH]ncc2-c2ccc3c(c2)OCCCO3)c(O)cc1O	1.0%	1%
Cc1cc(C)nc(N2CCN(C(=O)c3cccc(Br)c3)CC2)n1	0.7%	1%
CSc1ccc(S(=O)(=O)N(CC(=O)Nc2ccc3ccccc3c2)c2ccc(C)cc2)cc1	-2.5%	1%
COc1ccc(NC(=O)C2CCCCN2S(=O)(=O)c2ccc(F)cc2)cc1 (stereo not given)	-3.2%	4%
O=C(/C=C/c1ccccc1Cl)NCC1CCCO1 (stereo not given)	-1.1%	-1%
Cc1cc(=O)oc2cc(NC(=O)C3COc4ccccc4O3)ccc12 (stereo not given)	-2.3%	8%
CCOc1cc(/C=C(\C#N)c2nc3ccc(C)cc3[nH]2)cc(I)c1OC	6.7%	0%
CC1C(c2ccccc2)NC(c2ccccc2)C(C)C1(O)c1ccccc1 (stereo not given)	0.3%	3%
O=C1NC(=Nc2ccc(Br)cc2)S/C1=C\c1ccc([N+](=O)[O-])cc1	1.1%	-1%
O=c1c2c(n3cnnc3n1C1CCCCC1)-c1ccccc1CC21CCCCC1	4.5%	/
CCOc1ccc2ccccc2c1/C=N\NC(=O)c1ccc([N+](=O)[O-])cc1	-1.9%	0%
CCCC1c2ccc(C)n2CCN1C(=O)Nc1ccccc1Cl (stereo not given)	4.0%	-4%
Cc1cccc(N(CC(=O)Nc2c(C)n(C)n(-c3ccccc3)c2=O)S(C)(=O)=O)c1C	/	-4%
O=C(NCC(c1cccs1)N1CCOCC1)c1ccc(Cl)s1 (stereo not given)	0.7%	4%
O=C(COc1ccccc1)NCc1cccs1	-5.4%	/
CCOC(=O)C1(CCSC)NC(c2ccco2)C2C(=O)N(C)C(=O)C21 (stereo not given)	6.7%	-9%
COC(=O)C1=C(C)N(C)C(=O)/C1=C\c1ccc(Br)cc1	-3.6%	5%
Cc1ccccc1C(=O)c1cccn1CC(=O)NCc1ccc2c(c1)OCO2	2.8%	/
CC1(C)C(c2ccccc2)=[N+]([O-])C2(CCCCC2=O)N1O (stereo not given)	-4.2%	/
Cc1cccc(-n2c(O)c(C=Nc3c(C)n(C)n(-c4ccccc4)c3=O)c3ccccc3c2=O)n1	1.9%	0%
CCCCOC(=O)n1ccc(C(=O)Nc2ccccc2OC)n1	-1.6%	7%
Cc1cc(C)cc(OCC(=O)NCCN2CCOCC2)c1	-3.4%	7%
O=Cc1cc(OCc2ccccc2)ccc1O	5.1%	7%
CCOc1cc(/C=C2/SC(=S)N(C)C2=O)cc(Br)c1OCc1ccccc1F	1.4%	-2%

Following part:
SMILES	Hsp70 displacement	MKP-3 inhibition
Cc1cc(NC(=O)CSc2nc(C3CCCCC3)nc3ccccc23)no1	0.4%	-4%
CC1(C)S[C@@H]2[C@H](NC(=O)[C@H](C(=O)O)c3ccsc3)C(=O)N2[C@H]1C(=O)O	11%	3%
CCCC1(C(=O)O)NC(c2ccccc2O)C2C(=O)N(Cc3ccccc3)C(=O)C21 (stereo not given)	0.9%	0%
NS(=O)(=O)c1cccc(NC(=O)c2ccc(Br)o2)c1	-1.7%	-2%
O=C1/C(=C\c2ccc3c(c2)OCO3)C(c2ccccc2)=NN1c1ccccc1	8.7%	12%
CCOC(=O)c1ccc(N2C(=O)C(O)=C(C(C)=O)C2c2ccc(O)c(OC)c2)cc1 (stereo not given)	-0.7%	-10%
O=C(CCCn1c(=O)oc2ccccc21)N1CCc2ccccc2C1	-0.4%	9%
O=C(/C=C/Nc1cc(Cl)cc(Cl)c1)c1ccccc1	3.2%	-1%
CC(C)(C)c1ccc(OCC(=O)Nc2ccc(C(=O)O)cc2)cc1	0.0%	3%
O=C(Nc1ccccc1)c1cccc(C(=O)Nc2ccccc2)c1	-0.3%	-2%
CC1(C)CC(=O)c2cc(C(=O)NCCO)c(=O)n(-c3ccccc3)c2C1	0.9%	-1%
COc1ccc(C(CC(=O)c2ccccc2)S(=O)(=O)c2ccc(C)cc2)cc1 (stereo not given)	1.0%	-3%
O=C(COc1ccc2ccccc2c1)N1CCN(S(=O)(=O)c2ccc(Cl)cc2)CC1	0.1%	4%
O=C(CSc1nnc(-c2cccnc2)n1Cc1ccccc1)NCc1ccccc1	-1.9%	/
CNC(=O)COC(=O)c1ccccc1Oc1ccccc1	7.8%	/
COc1cc2c(cc1NC(=O)CCCN1C(=O)CCC1=O)oc1ccccc12	-2.1%	-12%
C=CCn1c(N2CCCCCC2)nc2c1c(=O)n(C)c(=O)n2C	-2.0%	-18%
NC(=O)c1sc2nc3c(c(-c4cccs4)c2c1N)CCCCC3	-5.8%	/
OC(CNCC1CCCO1)COc1ccc(OCC(O)CNCC2CCCO2)cc1 (stereo not given)	3.6%	/
COc1ccc(S(=O)(=O)N2CCN(Cc3ccccc3C)CC2)cc1	-0.3%	2%
CCOc1cccc(N(C(=O)Cc2cccs2)C(C(=O)NC2CCCCC2)c2cccn2C)c1 (stereo not given)	0.9%	/
CCOC(=O)c1sc(NS(=O)(=O)c2ccc(C)cc2)nc1C	1.5%	/
CCOc1ccc(OCC)c(NC(=O)CN2CCC(NC(=O)c3cccc(F)c3)CC2)c1	0.5%	-3%
CCOc1ccccc1N1CCN(C(=O)C(C)Oc2cccc(Cl)c2)CC1 (stereo not given)	1.4%	6%
CCc1ccc(CCC(=O)Nc2ccc(C(C)=O)cc2)o1	-2.4%	/

Continued, overlapping the part above by 5 compounds.
SMILES	Hsp70 displacement	MKP-3 inhibition
CCOc1cccc(N(C(=O)Cc2cccs2)C(C(=O)NC2CCCCC2)c2cccn2C)c1 (stereo not given)	0.9%	/
CCOC(=O)c1sc(NS(=O)(=O)c2ccc(C)cc2)nc1C	1.5%	/
CCOc1ccc(OCC)c(NC(=O)CN2CCC(NC(=O)c3cccc(F)c3)CC2)c1	0.5%	-3%
CCOc1ccccc1N1CCN(C(=O)C(C)Oc2cccc(Cl)c2)CC1 (stereo not given)	1.4%	6%
CCc1ccc(CCC(=O)Nc2ccc(C(C)=O)cc2)o1	-2.4%	/
CCOc1ccccc1N(C(=O)CNC(=O)c1ccco1)C(C(=O)NC1CCCC1)c1cccnc1 (stereo not given)	2.3%	-17%
CCCc1c(C)nc2ccc(OC)cc2c1Cl	4.6%	1%
O=C(CC(c1ccccc1)c1ccccc1)Nc1ccc2ccccc2c1	-4.7%	6%
COc1ccccc1Oc1ccc(S(=O)(=O)N2CCCC2)cc1	4.2%	-10%
COc1ccc(C(C(=O)NC2CCCC2)N2CCc3ccccc32)cc1 (stereo not given)	12%	-7%
CS(=O)(=O)N1CCc2cc(C(=O)O)ccc21	3.7%	-13%
O=C(NC1(C(F)(F)F)C(=O)Nc2c1c(=O)[nH]c(=O)n2-c1ccccc1)c1ccncc1 (stereo not given)	2.1%	/
CC1=CS/C(=C(/C#N)C(=O)N2CCCCC2)N1c1ccccc1	-2.6%	-4%
Cc1cc(OCC(=O)Nc2ccc(N3CCOCC3)cc2)ccc1Br	-4.8%	0%
Cc1ccc(N=C2NC(=O)/C(=C/c3ccccc3F)S2)cc1	-23%	5%
O=C1CC(c2ccco2)CC(O)=C1C=NCC1CCNCC1 (stereo not given)	0.5%	-3%

Reprinted at random: four records from the list, in no set order.
SMILES	Hsp70 displacement	MKP-3 inhibition
O=c1[nH]nc(SCc2cccc3ccccc23)c(=O)[nH]1	1.2%	4%
O=C(COC(=O)c1cc(-c2ccco2)nc2ccccc12)NCc1ccc2c(c1)OCO2	3.2%	-4%
CCOC(=O)c1ccc(N2C(=O)C(O)=C(C(C)=O)C2c2ccc(O)c(OC)c2)cc1 (stereo not given)	-0.7%	-10%
COc1ccc(C(CC(=O)c2ccccc2)S(=O)(=O)c2ccc(C)cc2)cc1 (stereo not given)	1.0%	-3%
